VHR inh color: blocks the human dual specificity phosphatase VHR1; P51452; recombinant VHR phosphatase, colorimetric substrate read-out; inhibition, % at 20 µM; 50,000 tested, 0.7% active; in the data active = inhibition above about 60%; also: some results filed as inactive read as strong as hits
Target sequence (P51452 whole entry, looked up): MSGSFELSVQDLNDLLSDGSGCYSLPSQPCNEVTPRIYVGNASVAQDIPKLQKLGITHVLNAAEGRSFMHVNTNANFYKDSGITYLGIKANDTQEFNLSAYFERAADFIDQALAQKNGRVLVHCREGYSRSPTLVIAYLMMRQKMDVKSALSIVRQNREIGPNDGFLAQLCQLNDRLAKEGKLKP
Numbers without * were called inactive; & = joins results of further samples. A portion of the library; rates above refer to the full screens.

molecule | VHR inh color
Cc1cc(/C=N/NC(N)=S)c(C)n1-c1cccc(Cl)c1 | 0.4
COc1ccccc1C(=O)N1CCN(Cc2ccncc2)CC1 | -8.7
Cc1nc(N)nc(-c2ccccc2O)n1 | 15.1
CCN(CC)S(=O)(=O)c1ccc(Cl)c(C(=O)Nc2cccc(C(=O)O)c2)c1 | 9.1
CCOc1cc(/C=C2\SC(=S)NC2=O)ccc1OS(=O)(=O)c1ccc([N+](=O)[O-])cc1 | 20.8
O=C(Nc1ncn[nH]1)c1ccc(F)cc1 | 99.9
Cc1ccccc1SCCNC(=O)Nc1cc(F)c(F)cc1Cl | -1.6
COc1ccc(C=Nc2ccc(C)c(F)c2)cc1OC | 9.6
COCCNC(=O)C(=O)NCCc1ccccc1 | 14.3
O=C1/C(=C/c2ccccc2)SC(=S)N1c1ccccc1Cl | -2.3
CCOc1cc(/C=C2\SC(N)=NC2=O)cc(Br)c1OS(=O)(=O)c1ccc(C)cc1 | -9.0
CC(C)OCP(=O)(c1ccccc1)c1ccccc1 | -8.4
Cc1cc(=O)oc2c1ccc1oc(/C(=N\O)c3ccc(Cl)cc3)c(C)c12 | -12.5
COc1ccc(CN2CCN(C(=O)c3ccccc3F)CC2)cc1OCc1ccccc1 | -3.6
CCOC(=O)c1c[nH]c2c(Cl)c(Cl)ccc2c1=O | 6.1

Additional records.
molecule | VHR inh color
COC(=O)C(=C/C=C/N(C(C)C)C(C)C)C(=O)OC | -30.2
CCN(CC)c1ccc(/C=C2/C(=O)NN(c3ccc(C)cc3)C2=O)c(O)c1 | -39.1
COc1ccc(NC(=O)/C(C#N)=C/c2ccccc2[N+](=O)[O-])cc1 | 7.1
CC1=C(C(=O)OC(C)C)C(c2cccc(Cl)c2Cl)C2=C(CCCC2=O)N1 (centres undefined) | -17.0
CCOc1ccc(C(=O)Nc2cc(OC)ccc2OC)cc1[N+](=O)[O-] | 12.9
COc1ccc(-c2nc(=NC(=O)c3ccco3)sn2-c2ccccc2)cc1 | -3.8
Cc1ccc(S(=O)(=O)NC(=O)Nc2cc(C)ccc2F)cc1 | 1.5
C/C(=N\NC(=O)c1cc(C23CC4CC(CC(C4)C2)C3)[nH]n1)c1ccc(N)cc1 | 98.0
O=C(CN1C(=O)c2ccccc2C1=O)Nc1ccc(Cl)cc1C(=O)c1ccccc1 | -6.1
COc1cc(/C=C2/C(=O)N(c3ccccc3)N=C2C)cc(I)c1O | 2.5
O=c1c2c3c(sc2nc(SCc2ccc([N+](=O)[O-])cc2)n1-c1ccccc1)CCCC3 | -2.6
COC(=O)c1cc(NC(=O)CCc2ccccc2)cc(C(=O)OC)c1 | -4.7
CSc1ccc(S(=O)(=O)N(CC(=O)Nc2cccc(Br)c2)c2ccc(C)cc2)cc1 | -10.5
COc1ccc(/C=N/Nc2nc(N3CCCC3)nc(N3CCCC3)n2)cc1 | -33.4
CC(CNC(=O)c1ccc(F)c2ccccc12)c1ccccc1 (centres undefined) | 0.7

(next part)
molecule | VHR inh color
COc1cc(OC)cc(C(=O)Nc2ccc(OC)c(OC)c2)c1 | -33.9
COc1ccccc1/C=C1\C(=O)NC(=O)N(c2ccc(Br)cc2)C1=O | 13.4
O=C(O)c1cccc2c1-c1ccccc1/C2=N\O | -18.5
O=C(O)CC/C(=N/NC(=O)c1c[nH]c2ccccc12)c1ccccc1 | -53.3
CCCCOC(=O)c1ccc2c(c1)C1C=CCC1C(c1ccc([N+](=O)[O-])cc1)N2 (centres undefined) | -25.0
NC(=O)C1CCN(C(=O)COc2cccc3ccccc23)CC1 | -3.8
CCOc1cc(OCC)cc(C(=O)Nc2ccc(I)cc2Cl)c1 | 4.3
Cc1cc(C(C)(C)C)cc(C)c1NC(=O)C(F)(F)F | -2.2
CC1=C(C(=O)Nc2ccccc2C)C(c2ccc(Cl)cc2)C2=C(CCCC2=O)N1 (centres undefined) | -0.4
Clc1cccc(N=Cc2ccncc2)c1 | -1.0
CCOc1cccc(C(=O)Nc2cccc(OC)c2)c1 | 4.2
COc1ccc(NC(=O)COc2cccc3ccccc23)c([N+](=O)[O-])c1 | 5.7
CCc1ccc(/C=C2\C(=O)NN(c3ccc(Cl)c(Cl)c3)C2=O)cc1 | -14.2
COc1ccc(NC(=O)c2ccccc2NC(=O)c2ccco2)cc1 | -4.3
COc1cccc(NC(=S)NC(NC(=O)c2ccccc2)C(Cl)(Cl)Cl)c1 (centres undefined) | -16.5

New compounds follow
molecule | VHR inh color
CC1=Nc2ccccc2/C1=C\c1sc(=S)n(-c2ccccc2)c1O | -38.9
Cc1ccc(-c2cc(C(=O)N/N=C/c3ccc(Br)cc3)[nH]n2)cc1 | -10.9
O=c1c2cnn(-c3ccccc3)c2nc(-c2ccccc2)n1-c1ccc(Br)cc1 | -45.9
Cc1ccc(OCC(=O)Nc2ccc(C)cc2[N+](=O)[O-])cc1 | -17.1
C=CCn1c(CSc2nc3sc4c(c3c(=O)[nH]2)CCCC4)n[nH]c1=S | 13.3
CCCN(CCC)CCCNC(=O)C(=O)NCc1ccco1 | 15.7
O=C1S/C(=C/c2ccc(Cl)cc2Cl)C(=O)N1CN1CCCCC1 | -4.1
COc1ccc(N(CC(=O)N2CCCCCC2)S(=O)(=O)c2ccccc2[N+](=O)[O-])c(OC)c1 | 8.5
CC(C)(C(=O)O)c1ccc([N+](=O)[O-])cc1 | -5.1
Cc1cccc(C(=O)Nc2sc3c(c2C(=O)N2CCCC2)CCCCC3)c1 | -6.8
C=CCN1C(=O)/C(=C\c2ccc(OCc3ccc(F)cc3)c(OCC)c2)C(=O)NC1=S | 74.8*
CCN(CC)c1ccc(NC(=O)c2cc3ccccc3o2)cc1 | 2.1
O=C(C(c1ccccc1)c1ccccc1)N1CCN(Cc2ccncc2)CC1 | 3.5
CN(C)c1cccc(C(=O)Nc2cc(Cl)cc(Cl)c2)c1 | 3.0
COc1cc(/C=C2/C(=O)NC(=O)N(c3ccccc3C)C2=O)ccc1OCCOc1ccccc1 | 0.6

Remaining list, next part.
molecule | VHR inh color
Cc1ccc(-n2[nH]c(=O)c(/C=c3/c(C)c(C#N)c4nc5ccccc5n4c3=O)c2O)cc1C | 8.4
O=S(=O)(Nc1ccccc1)c1cc(S(=O)(=O)Nc2ccccc2)c2cc(O)ccc2c1 | -11.0
CCOC(=O)c1ccc2[nH]c(C)cc(=O)c2c1 | -22.1
COc1ccc(C(=O)CC(c2ccccc2)C2CCCCC2=O)cc1 (centres undefined) | -28.9
CCC(=O)Nc1cccc(Oc2ccc3c(c2)C(=O)N(c2ccc(OC)cc2)C3=O)c1 | 3.2
CCc1nnc(NS(=O)(=O)c2ccc(N/C=C\C(=O)c3ccc4ccccc4c3)cc2)s1 | 18.0
CC(C)(Oc1ccc(C2CCCCC2)cc1)C(=O)O | 5.4
Cc1cccc(NC(=O)C2COc3ccccc3O2)c1 (centres undefined) | -18.0
COc1ccccc1CC1CC(=O)N(c2cccc(Cl)c2C)C1=O (centres undefined) | -1.8
COC(=O)C[n+]1ccccc1CCC#N | -16.1
COc1cc(OC)c(C2NC(=O)NC(C)=C2C(=O)Nc2ccccc2C)cc1OC (centres undefined) | -7.9
Cc1ccc(-c2noc(-c3cccs3)n2)cc1 | -30.2
O=C(O)c1ccc2c(c1)C(=O)N(c1ccc(NC(=O)c3ccc(Cl)cc3Cl)c(Cl)c1)C2=O | 12.2
CC1=C(C(=O)OCc2ccccc2)C(c2ccccc2Cl)C2=C(CC(C)(C)CC2=O)N1 (centres undefined) | -5.7
Cc1c(NC(=O)CSc2nc3ccccc3n2C)c(=O)n(-c2ccccc2)n1C | -25.0

Looked up one by one from the entries so far, two records:
molecule | VHR inh color
O=S(=O)(Nc1ccccc1)c1cc(S(=O)(=O)Nc2ccccc2)c2cc(O)ccc2c1 | -11.0
CCOC(=O)c1ccc2[nH]c(C)cc(=O)c2c1 | -22.1

The list continues.
| compound | VHR inh color |
| --- | --- |
| C=C(C)COc1cc2oc(=O)c3c(c2cc1Cl)CCCC3 | -13.9 |
| COc1ccccc1/C=C(\C#N)C(=O)Nc1ccc(F)cc1 | 7.4 |
| C=CC(=O)NC(NC(=O)C=C)c1ccc(Br)cc1 | -5.3 |
| COc1ccc(-c2cc(C(=O)Nc3nc4ccc(S(C)(=O)=O)cc4s3)c3ccccc3n2)cc1 | -33.8 |
| COc1cc(/C=C2\SC(=S)N(c3ccc([N+](=O)[O-])cc3)C2=O)ccc1OC(=O)c1cccc(C)c1 | 3.1 |
| Cc1cccc(OCC(=O)N/N=C/c2ccc(OC(=O)c3cccs3)cc2)c1 | -2.1 |
| O=C1CC2c3ccccc3C1C1C(=O)N(c3ccc(Br)cc3)C(=O)C21 (centres undefined) | -2.9 |
| Cc1cc(C)c(/C(=C2\OC(=O)c3ccccc32)[N+](=O)[O-])cc1C | -8.0 |
| COc1cc(/C=C2/SC(=S)N(C)C2=O)ccc1OCCSc1ccc(Cl)cc1 | -27.3 |
| COC(=O)C(NC(=O)CCC1CCCCC1)C12CC3CC(CC(C3)C1)C2 (centres undefined) | -0.1 |

The last six compounds of the section before come first, to join the parts:
| compound | VHR inh color |
| --- | --- |
| COc1cc(/C=C2\SC(=S)N(c3ccc([N+](=O)[O-])cc3)C2=O)ccc1OC(=O)c1cccc(C)c1 | 3.1 |
| Cc1cccc(OCC(=O)N/N=C/c2ccc(OC(=O)c3cccs3)cc2)c1 | -2.1 |
| O=C1CC2c3ccccc3C1C1C(=O)N(c3ccc(Br)cc3)C(=O)C21 (centres undefined) | -2.9 |
| Cc1cc(C)c(/C(=C2\OC(=O)c3ccccc32)[N+](=O)[O-])cc1C | -8.0 |
| COc1cc(/C=C2/SC(=S)N(C)C2=O)ccc1OCCSc1ccc(Cl)cc1 | -27.3 |
| COC(=O)C(NC(=O)CCC1CCCCC1)C12CC3CC(CC(C3)C1)C2 (centres undefined) | -0.1 |
| COC(=O)c1cc(-c2ccc(C)cc2)nc2ccccc12 | 0.8 |
| CCOc1ccc(C(=O)N2CCN(Cc3ccccc3)CC2)cc1 | -7.0 |
| O=C(Nc1ccc(F)cc1F)c1cccc(I)c1 | -13.2 |
| CCOc1cc(OCC)cc(C(=O)Nc2cccc(-c3nc4ncccc4o3)c2C)c1 | -4.9 |
| Cc1cc(C(F)(F)F)nn1CC(=O)Nc1ccc(Cl)cc1Cl | -20.6 |
| CC1=NN(C(=O)c2cccc([N+](=O)[O-])c2)C(O)(c2ccc(Br)cc2)C1 (centres undefined) | -1.0 |
| O=C(COc1cccc2ccccc12)NCCCN1CCOCC1 | -12.8 |
| O=C1C2C(C(=O)N1c1ccccc1)C1(c3ccccc3)C(=O)C2(c2ccccc2)C(c2ccccc2)=C1c1ccccc1 (centres undefined) | 78.9 |
| COc1cc(OC)cc(C(=O)Nc2ccc(O)c(-c3nc4ccccc4o3)c2)c1 | -2.7 |
| CC1(C)Cc2c(sc(NC(=O)C3(c4ccccc4)CCCC3)c2C#N)CO1 | -14.6 |

The listing continues.
| compound | VHR inh color |
| --- | --- |
| CCOc1ccc(NC(=O)/C(=C/c2ccccc2)c2ccccc2)cc1 | 2.2 |
| CCSc1nnc2c(n1)OC(c1ccc(-c3ccc(Cl)cc3)o1)Nc1ccccc1-2 (centres undefined) | -16.6 |
| Clc1ccc(CSc2nnnn2-c2ccccc2)cc1 | -9.8 |
| COc1ccc(C2CC(C(F)(F)F)n3nc(C(=O)Nc4ccc5c(c4)OCO5)c(Cl)c3N2)cc1OC (centres undefined) | -30.1 |
| O=C(/C=C/c1ccccc1Cl)Nc1nccs1 | 4.2 |
| CCCCSc1nnc2c(n1)OC(/C=C/c1ccc([N+](=O)[O-])o1)Nc1ccccc1-2 (centres undefined) | 7.8 |
| COc1ccc(/C=C/C(=O)NC(=S)Nc2ccc(I)cc2)cc1OC | -48.8 |
| O=C(CCC(=O)N/N=C/c1ccc(Cl)s1)N/N=C/c1ccc(Cl)s1 | -35.7 |
| Cc1ccc(N(CC(=O)NCc2ccco2)S(=O)(=O)c2ccc(F)cc2)cc1 | -2.0 |
| CCOC(=O)c1[nH]cnc1C(=O)N1CCOCC1 | -10.3&-24.2 |

New compounds follow.
| compound | VHR inh color |
| --- | --- |
| COC(=O)c1ccc(N2C(=O)CC(NCCc3ccc(OC)cc3)C2=O)cc1 (centres undefined) | -0.7 |
| COc1ccc(OC)c(NC(=O)c2c(C)c(-c3ccccc3)nc3ccccc23)c1 | 14.4 |
| C=COCCNC(=O)C(=O)Nc1ccccc1CC | 6.4 |
| COc1ccc(NC(=O)c2ccccc2Cl)cc1OC | -26.8 |
| COc1ccc(C(=O)CSc2n[nH]c(-c3ccccc3)n2)cc1[N+](=O)[O-] | 0.3 |
| O=C(CN1CCCCC1)OCC1CCCO1 (centres undefined) | -18.4 |
| COc1ccc(C(=O)Nc2ccc([N+](=O)[O-])cn2)cc1 | 11.6 |
| O=c1[nH]c2ccccc2c(=O)n1-c1ccccc1 | 0.3 |
| COc1ccc(NC(=O)O/N=C\c2ccccc2Cl)cc1 | -3.7 |
| CCN1C(=O)/C(=C\c2ccc(-c3cccc(Cl)c3)o2)SC1=S | -5.3 |

(cont.)
| compound | VHR inh color |
| --- | --- |
| COc1ccc(Cl)cc1NC(=O)COc1cccc(C)c1 | 5.2 |
| CCOC(=O)c1oc2ccc(CNC3CCCCC3)c(Cl)c2c1C | -5.2 |
| Cc1ccc(NC(=O)c2ccc(C(=O)O)cc2C(=O)O)c(C)c1 | -14.3 |
| CN1CCC(O)(c2ccccc2)C(C)(C)C1 (centres undefined) | 0.5 |
| Cc1ccc(N=Cc2c(O)n(-c3ccc(F)cc3)c(=O)[nH]c2=O)cc1 | -14.0 |
| COC(=O)c1c(-c2cccc3ccccc23)csc1N | 23.5 |
| O=c1[nH]c(N2CCOCC2)nc2ncn(Cc3ccccc3)c12 | -8.9 |
| CCOc1ccc2nc(N(C)C)[nH]c2c1 | -10.8 |
| Cc1cc(C)nc(NS(=O)(=O)c2ccc(NC(=S)NC(=O)c3ccc(Br)cc3)cc2)n1 | -4.4 |
| O=C1S/C(=C/c2ccc(-c3ccc([N+](=O)[O-])cc3Cl)o2)C(=O)N1c1ccccc1 | -23.1 |

Following part.
| compound | VHR inh color |
| --- | --- |
| Cc1cc(Cl)ccc1OCC(=O)O/N=C(\N)c1ccncc1 | -9.0 |
| O=[N+]([O-])c1ccc(NCCNCCO)c2ncccc12 | -18.2 |
| COc1ccc(Cl)cc1NC(=O)CN(c1ccc(C)cc1)S(=O)(=O)c1ccc(F)cc1 | 12.8 |
| CC12CC3CC(C1)CC(CC(=O)O)(C3)C2 | -9.5 |
| S=c1oc(-c2ccccc2Cl)nn1CN1CCCCC1 | -6.2 |
| O=C(O)CCCCCN1C(=O)C(=O)/C(=C(/O)c2ccccc2)C1c1ccc2c(c1)OCO2 (centres undefined) | -2.5 |
